IDH1 R132H inh = IDH1 R132H (human) inhibition; IDH1 R132H reductase, diaphorase/resazurin fluorescence, 60 min; O75874; inhibition, % at 10 µM; hit rate 0.18% among 70,000; in the data active means inhibition above about 34%;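 further: 0% = DMSO and 100% = no enzyme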
PRC2 inh = inhibitors of human EZH2/PRC2 methyltransferase; hit rate 0.35% among 57,000; AID 651548; PRC2 H3K27 methylation, DELFIA TRF, 1 h; inhibition, % at 12.5 µM; Q15910;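 active means mean inhibition of replicates at least 50% and every single replicate also reaching 50%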;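 further: dimethyl H3K27 on biotinylated H3 21-44 peptide detected by antibody; plate controls were median neutral control wells for no effect and median positive control wells for full effect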
Target sequence (Q15910 whole entry, looked up): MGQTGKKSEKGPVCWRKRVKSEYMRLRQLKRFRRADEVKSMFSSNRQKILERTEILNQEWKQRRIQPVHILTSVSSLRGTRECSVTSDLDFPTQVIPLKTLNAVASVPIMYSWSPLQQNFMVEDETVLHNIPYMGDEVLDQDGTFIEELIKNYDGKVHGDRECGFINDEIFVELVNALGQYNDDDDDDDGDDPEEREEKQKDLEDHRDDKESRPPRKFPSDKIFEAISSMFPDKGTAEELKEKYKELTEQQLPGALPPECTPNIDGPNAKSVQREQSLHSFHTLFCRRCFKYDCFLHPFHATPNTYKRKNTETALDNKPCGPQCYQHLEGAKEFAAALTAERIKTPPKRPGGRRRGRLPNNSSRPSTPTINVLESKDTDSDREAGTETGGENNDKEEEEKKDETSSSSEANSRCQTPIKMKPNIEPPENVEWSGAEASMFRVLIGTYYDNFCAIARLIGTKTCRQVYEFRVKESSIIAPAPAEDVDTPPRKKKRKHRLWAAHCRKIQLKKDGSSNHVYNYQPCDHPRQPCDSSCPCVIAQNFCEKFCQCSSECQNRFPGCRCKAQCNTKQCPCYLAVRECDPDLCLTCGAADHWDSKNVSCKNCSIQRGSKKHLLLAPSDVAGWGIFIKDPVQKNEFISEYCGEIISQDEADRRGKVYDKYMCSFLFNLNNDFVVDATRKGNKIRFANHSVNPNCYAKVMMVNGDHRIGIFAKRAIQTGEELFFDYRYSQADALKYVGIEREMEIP
Numbers without * were called inactive; . = no result given; & = joins results of further samples. These rows are one share of the data, so the mix of outcomes need not match the whole.

molecule	IDH1 R132H inh	PRC2 inh
COCC(=O)N(C)C[C@H]1Oc2cc(C3=CCCCC3)ccc2S(=O)(=O)N([C@H](C)CO)C[C@H]1C	-0.1	-7
CCCNC(=O)Nc1ccc2c(c1)C(=O)N(C)C[C@@H](OC)[C@H](C)CN(C(C)=O)[C@@H](C)CO2	-0.2	4
COc1ccc(-c2cn(CC[C@H]3CC[C@H](NC(=O)c4cnccn4)[C@H](CO)O3)nn2)cc1	0.0	12
C[C@H](CO)N1C[C@H](C)[C@@H](CN(C)S(=O)(=O)c2ccc(Cl)cc2)OCCCC[C@H](C)Oc2ccc(NC(=O)Nc3cccc4ccccc34)cc2C1=O	-1.8	.
C[C@@H]1CN([C@@H](C)CO)C(=O)c2cc(NC(=O)C3CC3)ccc2O[C@H]1CN(C)Cc1ccc(C(=O)Nc2ccccc2N)cc1	.	-10
O=C(COc1ccc(Cl)cc1Cl)Nc1ccccc1CO	1.3	-12
C[C@@H]1CN([C@H](C)CO)C(=O)Cc2cc(NC(=O)C3CC3)ccc2O[C@H]1CN(C)Cc1ccc2c(c1)OCO2	-0.7	-1
O=C(Nc1ccc(I)cc1C(=O)NCc1cccnc1)c1ccccc1Cl	0.6	-8
Cc1ccc(S(=O)(=O)Nc2cccc3c2O[C@@H](CN(C)Cc2ccccc2)[C@H](C)CN([C@H](C)CO)C3=O)cc1	-1.2	-9
CO[C@H]1CN(C)C(=O)c2cc(NC(=O)C3CC3)ccc2OC[C@H](C)N(CC2CCCC2)C[C@@H]1C	-0.1	-12
COc1ccc(CN(C)C[C@H]2Oc3ccc(NS(=O)(=O)c4ccc(C)cc4)cc3C(=O)N([C@@H](C)CO)C[C@@H]2C)cc1	.	1
COc1ccc(NC(=O)CSc2nnc(-c3cccc(Cl)c3)n2C)cc1	0.0	-6

Quoted at random: five entries already listed
molecule	IDH1 R132H inh	PRC2 inh
O=C(Nc1ccc(I)cc1C(=O)NCc1cccnc1)c1ccccc1Cl	0.6	-8
COCC(=O)N(C)C[C@H]1Oc2cc(C3=CCCCC3)ccc2S(=O)(=O)N([C@H](C)CO)C[C@H]1C	-0.1	-7
CO[C@H]1CN(C)C(=O)c2cc(NC(=O)C3CC3)ccc2OC[C@H](C)N(CC2CCCC2)C[C@@H]1C	-0.1	-12
COc1ccc(NC(=O)CSc2nnc(-c3cccc(Cl)c3)n2C)cc1	0.0	-6
C[C@@H]1CN([C@@H](C)CO)C(=O)c2cc(NC(=O)C3CC3)ccc2O[C@H]1CN(C)Cc1ccc(C(=O)Nc2ccccc2N)cc1	.	-10

The listing continues:
molecule	IDH1 R132H inh	PRC2 inh
O=C(N[C@@H]1CC[C@H](CCn2cc(C3(O)CCCC3)nn2)O[C@@H]1CO)C1CCCC1	0.0	-15
C[C@H](NC(=O)C[C@H]1C[C@@H]2c3cc(NC(=O)C4CCC4)ccc3O[C@@H]2[C@H](CO)O1)c1ccccc1	0.2	-2
COc1ccc(CN2CCN(Cc3cccc(OC)c3OC)CC2)c(OC)c1	0.2	-3
C[C@H]1CN([C@@H](C)CO)C(=O)Cc2cc(NS(=O)(=O)c3cn(C)cn3)ccc2O[C@H]1CN(C)Cc1ccc(C(F)(F)F)cc1	2.2	-2
C[C@@H]1CN([C@H](C)CO)C(=O)c2cc(C#CC3(O)CCCC3)cnc2O[C@H]1CN(C)S(=O)(=O)c1ccc(F)cc1	-0.1	.
CCO[C@@H]1OC(C(=O)NC2CC2)=C[C@H](c2ccccc2)[C@H]1CCCO	.	2
COc1ccc(NC(=O)CN2CCN(S(=O)(=O)c3ccc(Cl)cc3)CC2)cc1	0.0	-5
CC(=O)Nc1ccccc1-c1nc2ccccc2nc1OCC(=O)c1ccc(Cl)cc1	0.2	10
C=C[C@](C)(CC/C=C(\C)CC[C@H](O)C(C)(C)O)O[C@@H]1O[C@H](CO)[C@@H](O)[C@H](O)[C@H]1O	2.9	.
COc1ccccc1C#Cc1ccc2c(c1)O[C@@H](CN(C)Cc1ccncc1)[C@H](C)CN([C@H](C)CO)S2(=O)=O	0.2	.
C[C@@H]1CN([C@@H](C)CO)C(=O)c2cc(Br)cnc2O[C@H]1CN(C)C(=O)Nc1ccc(F)cc1	0.2	.
C[C@H](CO)N1C[C@H](C)[C@@H](CN(C)C)OCc2ccccc2-c2c(n(C)c3ccccc23)C1=O	0.4	-1
COc1ccc(NC(=O)Nc2ccc3c(c2)C(=O)N([C@@H](C)CO)C[C@@H](C)[C@H](CN(C)C(=O)C2CCCCC2)OCCCC[C@H](C)O3)cc1	0.6	.
C[C@H](CO)N1C[C@H](C)[C@@H](CN(C)C(=O)C2CCOCC2)Oc2ncc(-c3cccnc3)cc2C1=O	.	3
CC(C)CC#Cc1ccc2c(c1)O[C@@H](CN(C)C(=O)c1ccccn1)[C@H](C)CN([C@H](C)CO)S2(=O)=O	-0.3	.
CCCN(C)C[C@@H]1Oc2cc(C#CC3CCCCC3)ccc2S(=O)(=O)N([C@H](C)CO)C[C@H]1C	-0.2	1
COc1ccc(CNC(=O)C[C@@H]2C[C@@H]3c4cc(NC(=O)C5CCC5)ccc4O[C@@H]3[C@@H](CO)O2)cc1	-0.6	3
C[C@H]1CN([C@@H](C)CO)C(=O)CCCn2nncc2CO[C@@H]1CN(C)C	-0.2	.
COc1ccc(S(=O)(=O)N(C)CC(=O)Nc2ccc(Cl)c(Cl)c2)cc1	0.2	1
C=CC1CN(C=O)CCC1CCC(=O)c1ccnc2ccccc12 (centres undefined)	-0.3	-12
C[C@H](CO)N1C[C@H](C)[C@H](CN(C)C(=O)c2ccccc2F)Oc2ncc(C#Cc3ccccc3)cc2C1=O	.	-8
CO[C@H]1CN(C)C(=O)c2cc(NC(=O)c3ccccc3F)ccc2OC[C@H](C)N(CC2CCOCC2)C[C@H]1C	0.1	-2
CN(C)c1nc(N)nc(CSc2nnnn2-c2ccc(F)cc2)n1	0.1	9
O=C(C[C@H]1CC[C@H](NC(=O)Nc2cc(F)ccc2F)[C@H](CO)O1)NCCCN1CCOCC1	0.3	12
COc1ccccc1-c1ccc2c(c1)O[C@@H](CN(C)C(=O)c1ccccc1)[C@@H](C)CN([C@H](C)CO)S2(=O)=O	-0.1	.
C[C@@H]1CN([C@@H](C)CO)C(=O)c2cccc(NS(=O)(=O)c3cn(C)cn3)c2O[C@@H]1CN(C)Cc1ccc(-c2ccccc2)cc1	-2.5	18
CC(=O)c1cccc(-n2c(CCC(=O)O)ccc2-c2ccc(C)cc2)c1	0.1	11
C[C@H]1CN([C@@H](C)CO)C(=O)CCCn2cc(nn2)CO[C@@H]1CN(C)C(=O)CCCN(C)C	2.1	.
COc1cccc(S(=O)(=O)N(C)C[C@@H]2Oc3ncc(-c4cccc(C(=O)N(C)C)c4)cc3C(=O)N([C@@H](C)CO)C[C@H]2C)c1	-31	-7
Cc1ccc(S(=O)(=O)N(C)C[C@H]2Oc3ccc(NC(=O)Cn4cnnn4)cc3CC(=O)N([C@H](C)CO)C[C@@H]2C)cc1	-0.4	.
CCOc1cccc(/C=N/NC(=O)c2cccc(C(=O)NO)c2)c1OCC	0.0	-10
Cc1ccc(-c2nc(SCC(=O)Nc3cc(C)c(C)cc3Br)n[nH]2)cc1	1.6	25
Cc1ccc(S(=O)(=O)Nc2ccc3c(c2)C(=O)N([C@H](C)CO)C[C@H](C)[C@@H](CN(C)Cc2ccc(C(F)(F)F)cc2)O3)cc1	-1.3	.
C[C@H](CO)N1C[C@H](C)[C@@H](CN(C)S(=O)(=O)c2ccccc2)OCc2ccccc2-c2ccccc2C1=O	-0.3	16
CC1(C)COC(CCC/C=N/NC(=O)c2cccc(C(=O)NO)c2)OC1	.	-3
CCCC(=O)Nc1ccc2c(c1)C(=O)N(C)C[C@@H](OC)[C@H](C)CN(C(C)=O)[C@H](C)CO2	0.4	-1

The results go on.
Structure	IDH1 R132H inh	PRC2 inh
C[C@H](CO)N1C[C@H](C)[C@H](CN(C)S(=O)(=O)c2ccccc2F)OCc2cnnn2CCCC1=O	0.3	6
CCN(CC(=O)Nc1cc(Cl)ccc1OC)S(=O)(=O)c1ccc(C)cc1	0.6	15
COc1ccc(/C=N/NC(=O)c2ccccc2O)cc1	-0.7	-2
CCCC#Cc1cnc2c(c1)C(=O)N([C@H](C)CO)C[C@H](C)[C@H](CN(C)C(=O)NCCC)O2	-2.1	-6
C[C@H](CO)N1C[C@H](C)[C@@H](CN(C)Cc2ccc3c(c2)OCO3)Oc2c(NC(=O)c3ccncc3)cccc2C1=O	-0.6	3
Cc1cc(I)ccc1Nc1c(C(=O)NOCC2CC2)cc(F)c(F)c1F	0.8	22
C[C@@H]1CCCCO[C@H](CN(C)C)[C@H](C)CN([C@@H](C)CO)C(=O)c2cc(NC(=O)Nc3ccc(C(F)(F)F)cc3)ccc2O1	2.9	-20
C[C@H](CO)N1C[C@H](C)[C@@H](CN(C)S(=O)(=O)c2ccc(F)cc2)OCCCC[C@H](C)Oc2ccc(NC(=O)C3CCCCC3)cc2C1=O	-2.0	.
CCCN1C(=O)C(O)(CC(=O)c2ccc(OC)c([N+](=O)[O-])c2)c2ccccc21 (centres undefined)	-0.4	-21
CS(=O)(=O)N(CC(=O)Nc1cc(Cl)ccc1Oc1ccccc1)c1ccccc1F	-0.4	29
C[C@@H]1CN([C@@H](C)CO)S(=O)(=O)c2ccc(C3=CCCCC3)cc2O[C@@H]1CN(C)C(=O)C1CC1	.	-13
C[C@H](CO)N1C[C@H](C)[C@H](CN(C)C(=O)Nc2ccc(C(F)(F)F)cc2)Oc2ccc(NS(=O)(=O)c3ccccc3)cc2C1=O	1.4	.
C[C@H](CO)N1C[C@H](C)[C@@H](CN(C)C(=O)C2CCOCC2)Oc2ncc(-c3ccccc3F)cc2C1=O	0.6	1
COc1cc(NC(=O)COc2ccc(Br)cc2)ccc1NC(=O)c1ccco1	0.3	-2
CC(=O)c1cccc(N(CC(=O)N2CCCC2)S(C)(=O)=O)c1	0.8	0
C[C@H]1CN([C@@H](C)CO)C(=O)c2cc(C#Cc3cccc(F)c3)cnc2O[C@H]1CN(C)C(=O)C1CCCCC1	-0.3	-19

Shown field by field: 2 of the compounds above.
C[C@@H]1CN([C@@H](C)CO)S(=O)(=O)c2ccc(C3=CCCCC3)cc2O[C@@H]1CN(C)C(=O)C1CC1
  IDH1 R132H inh = .; PRC2 inh = -13

CS(=O)(=O)N(CC(=O)Nc1cc(Cl)ccc1Oc1ccccc1)c1ccccc1F
  IDH1 R132H inh = -0.4; PRC2 inh = 29

(listing goes on)
Structure	IDH1 R132H inh	PRC2 inh
COc1cccc(-c2cnc3c(c2)C(=O)N([C@H](C)CO)C[C@H](C)[C@H](CN(C)Cc2ccc(F)cc2)O3)c1	-4.1&-0.2	8&1
CCCN1C[C@H](C)[C@@H](OC)CN(C)C(=O)c2ccc(NC(=O)c3cccc(OC)c3)cc2OC[C@H]1C	0.0	-9
C[C@@H]1CN([C@H](C)CO)C(=O)c2cccc(NC(=O)C3CC3)c2O[C@H]1CN(C)Cc1ccc(C(=O)O)cc1	3.2	8
COc1ccc(S(=O)(=O)N[C@H]2CC[C@@H](CC(=O)NCCc3ccncc3)O[C@@H]2CO)cc1	0.4	-3
COc1cccc(NC(=O)N(C)C[C@H]2Oc3ncc(/C=C/c4ccccc4)cc3C(=O)N([C@@H](C)CO)C[C@H]2C)c1	-3.3	-23
CN(C)c1ccc2c(c1)[C@H]1C[C@H](CC(=O)O)O[C@H](CO)[C@H]1O2	-9.2	2
C[C@@H]1CN([C@H](C)CO)C(=O)c2cccc(NC(=O)C3CCCCC3)c2O[C@@H]1CN(C)C(=O)Nc1cccc2ccccc12	.	-5
COc1ccccc1S(=O)(=O)N[C@@H]1CC[C@@H](CCNC(=O)C2CCCCC2)O[C@H]1CO	0.1	-4
CCOC(=O)N(C)C[C@H]1OCc2ccccc2-c2ccccc2C(=O)N([C@@H](C)CO)C[C@H]1C	-1.6	-7
COC(=O)C[C@@H]1CC[C@H](NS(=O)(=O)c2ccccc2F)[C@H](CO)O1	-0.2	2
CO[C@H]1CN(C)C(=O)c2cc(NC(=O)c3ccc4c(c3)OCO4)ccc2OC[C@H](C)NC[C@@H]1C	0.1	4
Cc1cccc(S(=O)(=O)N[C@@H]2CC[C@H](CCNC(=O)Nc3cc(F)ccc3F)O[C@H]2CO)c1	0.0	1
COC(=O)Cn1nnc(-c2nnn(COC(C)=O)c2-c2ccccc2)c1-c1ccccc1	-0.1	-11
O=C(Nc1ccccc1)N[C@H]1CC[C@@H](CCNS(=O)(=O)c2ccccc2F)O[C@H]1CO	0.2	25
C[C@@H]1CN([C@@H](C)CO)C(=O)Cc2cc(NC(=O)Cc3cn(C)c4ccccc34)ccc2O[C@H]1CN(C)Cc1ccc(-c2ccccc2)cc1	-0.5	.
O=C(C[C@H]1C[C@@H]2c3cc(NC(=O)NC4CCCC4)ccc3O[C@@H]2[C@H](CO)O1)NCc1cc(F)ccc1F	-0.1	1
COc1ccccc1-c1cnc2c(c1)C(=O)N([C@H](C)CO)C[C@H](C)[C@@H](CN(C)Cc1ccc(C(=O)O)cc1)O2	0.2	7
COc1ccc(CN(C)C[C@H]2Oc3c(NC(=O)c4cc(C)nn4C)cccc3C(=O)N([C@@H](C)CO)C[C@@H]2C)cc1	0.8	16
CCCC#Cc1cnc2c(c1)C(=O)N([C@@H](C)CO)C[C@@H](C)[C@@H](CN(C)C(=O)NC1CCCC1)O2	0.1	.
CC(C)C#Cc1ccc2c(c1)O[C@@H](CN(C)C(=O)c1ccccn1)[C@@H](C)CN([C@@H](C)CO)S2(=O)=O	-2.2	-9

Screening data deposited in PubChem by Broad Institute.
